High-throughput results from PubChem.
HP1b binding inh – blocks HP1-beta chromodomain binding to methylated histone tails; Potency, µM (series often up to 114 µM), for the others: at the top dose activity change, negative = inhibition, hits mostly inhibitors; AlphaScreen HP1-beta / biotin-H3K9me3 peptide binding; 390,000 compounds, 0.56% hits; further: potency means the concentration at half of the fitted maximal effect; nearly all actives have a fitted effect of over 70% in size; inactives centre near 23
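AlphaScreen: HP1-beta (50 nM) preformed 30 min with biotin-H3(1-18)K9me3 peptide (50 nM) in PBS pH 7.4, 0.01% Tween-20. Compound added for 30 min at RT, then streptavidin donor/nickel chelate acceptor beads (10 ug/mL) for 30 min.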
G9a block – G9a (human) methyltransferase inhibition; Q96KQ7; G9a H3K9 monomethylation, AlphaScreen, 2 h; Potency, µM (top dose mostly 102 µM), for inactives: at the top dose activity, negative = inhibition, usual class: inhibitors; 350,000 compounds, 8.8% hits; AID 504332; further: potency means the concentration at half of the fitted maximal effect; on the % scale 0 is the no-effect control and ±100 the full control effect; nearly all actives have a fitted effect of over 75% in size
Target sequence (Q96KQ7 913-1193 limits assumed): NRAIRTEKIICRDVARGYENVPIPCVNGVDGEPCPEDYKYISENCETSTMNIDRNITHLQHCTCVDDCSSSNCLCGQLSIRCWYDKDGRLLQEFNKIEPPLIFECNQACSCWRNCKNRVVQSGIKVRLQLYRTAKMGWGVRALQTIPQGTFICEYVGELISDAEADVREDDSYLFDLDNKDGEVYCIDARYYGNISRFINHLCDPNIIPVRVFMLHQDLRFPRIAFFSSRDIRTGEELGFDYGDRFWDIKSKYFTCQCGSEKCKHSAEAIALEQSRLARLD
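Readings reflect AlphaScreen signal from monomethyl-H3K9 antibody detection. HMT at 20 nM; substrate b-H3K9 500 nM; cofactor SAM 20 uM; 2 h RT reaction; compounds tested as titrations in qHTS with 15 min preincubation.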
PI4K2A block – blocks human PI4K2A kinase activity; Q9BTU6; purified PI4K2A, ADP-Glo luminescence, 1 h; hits give low values; activity change, negative = inhibition, % at 76.9 µM; 420,000 compounds, 0.13% hits; AID 1346378; in the data active means activity change below about -50%; inconclusive means mostly about -30% to -49%;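 further: -100% = wells without enzyme as full effect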
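Compounds are screened against recombinant PI4K2A using PI as substrate and ATP, the latter dispensed at 300 microM. Reactions run one hour at ambient temperature before ADP-Glo detection; full inhibition defined by wells lacking enzyme.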
GLS inh – blocks human kidney-isoform glutaminase activity; O94925; GLS enzymatic activity, qHTS titration; Potency, µM (titrated, usually from 45.5 µM), for inactives: at the highest dose activity change, negative = inhibition, usual class: inhibitors; 410,000 compounds, 0.21% hits; further: potency means the concentration at half of the fitted maximal effect; on the % scale 0 is the no-effect control and ±100 the full control effect
Target sequence (O94925 whole entry, looked up, canonical isoform): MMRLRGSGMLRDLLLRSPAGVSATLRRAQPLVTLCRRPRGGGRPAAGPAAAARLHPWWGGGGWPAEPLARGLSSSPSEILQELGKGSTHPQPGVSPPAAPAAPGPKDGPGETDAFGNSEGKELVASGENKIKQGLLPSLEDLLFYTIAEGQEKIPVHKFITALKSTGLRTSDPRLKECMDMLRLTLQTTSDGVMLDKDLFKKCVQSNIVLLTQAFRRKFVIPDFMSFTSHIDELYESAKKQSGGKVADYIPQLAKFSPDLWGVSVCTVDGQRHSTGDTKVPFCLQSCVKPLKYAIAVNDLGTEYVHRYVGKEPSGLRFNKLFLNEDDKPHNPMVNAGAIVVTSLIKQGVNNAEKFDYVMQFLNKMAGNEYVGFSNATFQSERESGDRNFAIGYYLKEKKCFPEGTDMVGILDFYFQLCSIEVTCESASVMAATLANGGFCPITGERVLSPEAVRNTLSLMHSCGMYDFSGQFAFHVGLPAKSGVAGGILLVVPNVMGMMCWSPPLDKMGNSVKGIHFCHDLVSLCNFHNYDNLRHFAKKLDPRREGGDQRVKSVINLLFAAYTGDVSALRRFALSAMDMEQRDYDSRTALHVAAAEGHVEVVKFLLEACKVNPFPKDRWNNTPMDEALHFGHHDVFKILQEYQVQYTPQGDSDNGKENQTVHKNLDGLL
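Glutamate formation by hKGA was monitored fluorometrically using coupled glutamate oxidase, HRP and Amplex Red. Substrate was added as 1 mM L-glutamine solution; incubation was 30 min at RT after an initial read.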
JMJD2A Tudor inh – blocks the human JMJD2A Tudor domain; O75164; AlphaScreen JMJD2A-Tudor / H3K4me3 peptide binding; Potency, µM (titrated, usually from 114 µM), for inactives: at the top dose activity change, negative = inhibition, most hits filed as inhibitors; 390,000 compounds, 4.4% hits; AID 504339; further: potency means the concentration at half of the fitted maximal effect; on the % scale 0 is the no-effect control and ±100 the full control effect; nearly all actives have a fitted effect of over 50% in size
RGS4 inhibitor – human RGS4 inhibition; P49798; Transcreener GDP fluorescence polarization, RGS4-accelerated GTP hydrolysis; Potency, µM (titrated, usually from 114 µM), without a hit: top-dose activity change, negative = inhibition, most hits filed as inhibitors; 390,000 compounds, 0.039% hits; further: potency means the concentration at half of the fitted maximal effect; on the % scale 0 is the no-effect control and ±100 the full control effect; nearly all actives have a fitted effect of over 75% in size; some results filed as inactive show a strong effect at the top dose
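MLSMR compounds (23 nl, pin-transferred) preincubated 10 min at room temperature with a 500nM (2x) first reagent, then RGS4 at 900nM (2x) plus Transcreener GDP mix added; fluorescence polarization (620/688 nm) read before and after 90 min at 30 °C.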
ERG-DNA inh – ERG Ets/DNA interaction inhibition; P11308; fluorescence polarization, His-ERG Ets domain / labelled DNA; Potency, µM (highest dose often 76.9 µM), for inactives: top-dose FP activity, negative = inhibition, most hits filed as inhibitors; 370,000 compounds, 0.028% hits; active means well fitted inhibition curve with a large enough effect in the polarisation, with a control signal flat; inconclusive means small, poorly fitted or top-dose-only effect, or effect the other way, or a change in a side signal; inactive means no such curve, though single readings can be large or run the other way; the % refers to the polarisation;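 further: polarization taken with two DNA probes labelled with fluorescein and Texas red; potency means the concentration at half of the fitted maximal effect; % of control where 0% means no effect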
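His-tagged ERG Ets domain (1 uM in the protein solution; 300mM KCl, 50mM Tris-HCl, 1mM EDTA, 1mM DTT, pH 7.5) received compound, then a probe mix of 5 nM fluorescein-DNA and 100nM Texas-615-DNA. Fluorescence polarization was read for both dyes.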
BAZ2B block – inhibitors of human BAZ2B bromodomain | Q9UIF8 | AlphaScreen BAZ2B-H3K14Ac peptide displacement | Potency, µM (series often up to 114 µM), without a hit: top-dose activity change, negative = inhibition, hits mostly inhibitors | 360,000 compounds, 4.4% hits; further: potency means the concentration at half of the fitted maximal effect; on the % scale 0 is the no-effect control and ±100 the full control effect; nearly all actives have a fitted effect of over 60% in size
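Complex of BAZ2B and biotin-H3K14Ac (50 nM apiece) forms over 30 min at RT, then faces library compounds up to 110 uM for another 30 min; AlphaScreen beads added, 20 min dark incubation, luminescence read.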
ALOX12 inh – ALOX12 (human) lipoxygenase inhibition; Potency, µM (titrated, usually from 108 µM), for inactives: at the highest dose activity change, negative = inhibition, actives largely listed as inhibitors; 580,000 compounds, 1.1% hits; purified 12hLO, xylenol orange hydroperoxide absorbance; P18054; further: potency means the concentration at half of the fitted maximal effect; on the % scale 0 is the no-effect control and ±100 the full control effect
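Purified human 12hLO at 150 nM in 25 mM Hepes, 0.01% Triton X-100, pH 7.0, preincubated 15 min at room temperature with compound. Reaction started with 40 uM arachidonic acid, 30 min at room temperature. Hydroperoxide measured by Fe-xylenol orange, 573/405 nm absorbance ratio.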
Starred values were filed as active, the others as inactive; [ ] = another dose, or the depositor's remark. Unless noted, the call rests on the fitted dose curve; in most records, active means well fitted curve in the direction sought with a large enough effect; inconclusive means small, poorly fitted or top-dose-only effect, or another doubt; inactive means no such curve, though single readings can be large; an effect the other way counts as inactive or inconclusive. An excerpt, so the mix of outcomes need not match the whole.

How did Cc1cc(C)c2c(n1)sc1c(=O)n(CC(=O)c3ccccc3)cnc12 do in these assays?
HP1b binding inh: 14.7%; G9a block: 4.1%; PI4K2A block: 3.0; GLS inh: -13.0%; JMJD2A Tudor inh: -2.2%; RGS4 inhibitor: -33.9%; ERG-DNA inh: -1.5%; BAZ2B block: 0.2%; ALOX12 inh: 163.5%[activator]

How did COCCNC(=O)COc1ccc(C)cc1C(=O)c1cc(C#N)c(=O)n(C2CC2)c1 do in these assays?
HP1b binding inh: 23.6%; G9a block: 11.5%; PI4K2A block: -5.5; GLS inh: -1.9%; JMJD2A Tudor inh: -10.4%; RGS4 inhibitor: -20.9%; ERG-DNA inh: -11.8%; BAZ2B block: -4.0%; ALOX12 inh: -17.4%

Results for Clc1ccc(-c2cnc3n2CCCCC3)cc1 ?
HP1b binding inh: -10.5%; G9a block: -13.9%; PI4K2A block: 4.5; GLS inh: 5.5%; JMJD2A Tudor inh: inconclusive; RGS4 inhibitor: 22.2%; ERG-DNA inh: -4.5%; BAZ2B block: inconclusive; ALOX12 inh: -10.9%

How did O=[N+]([O-])c1ccc(N/N=C/c2ccccc2O)cc1 do in these assays?
HP1b binding inh: 12.0%; G9a block: 21.0%; PI4K2A block: -6.6; GLS inh: 16.3%; JMJD2A Tudor inh: -7.0%; RGS4 inhibitor: 17.6%; ERG-DNA inh: 9.1%; BAZ2B block: -2.6%; ALOX12 inh: 3.2%

How did COc1ccc(N2CCN(CC(O)COC(c3ccc(F)cc3)c3ccc(F)cc3)CC2)cc1 (configuration not stated) do in these assays?
HP1b binding inh: inconclusive; G9a block: 5.62µM*; PI4K2A block: 2.6; GLS inh: 26.1%; JMJD2A Tudor inh: 3.55µM*; RGS4 inhibitor: -21.1%; ERG-DNA inh: 12.8%; BAZ2B block: 20µM*; ALOX12 inh: inconclusive

What do the screens show for `Cc1c(NC(=S)NC(=O)c2ccc(-c3ccc(Cl)cc3)o2)cccc1C(=O)O`?
HP1b binding inh: 8.6%; G9a block: 44.7µM*; PI4K2A block: -18.6; GLS inh: 19.7%; JMJD2A Tudor inh: -21.7%; RGS4 inhibitor: -49.1%; ERG-DNA inh: 1.8%; BAZ2B block: -26.7%; ALOX12 inh: 28.2µM*

How did NNC(=O)c1csc(-c2ccc(C(F)(F)F)cc2Cl)n1 do in these assays?
HP1b binding inh: 26.2%; PI4K2A block: 7.3; GLS inh: 18.8%; JMJD2A Tudor inh: -8.8%; RGS4 inhibitor: 19.3%; ERG-DNA inh: -5.9%; BAZ2B block: inconclusive; ALOX12 inh: 183.2%[activator]

What do the screens show for `Cc1ccc(Cn2c(=O)c3cccnc3n(Cc3ccc(C)cc3)c2=O)cc1`?
HP1b binding inh: 16.0%; G9a block: 8.6%[59 µM]; PI4K2A block: 0.3; GLS inh: -12.6%; JMJD2A Tudor inh: -6.9%; RGS4 inhibitor: 14.7%; ERG-DNA inh: -6.1%; BAZ2B block: 7.2%; ALOX12 inh: -15.4%

What do the screens show for `COc1ccc(-n2cc(C(=O)NCc3ccc(Cl)cc3)c3ccccc3c2=O)cc1`?
HP1b binding inh: 51.8%; G9a block: -45.0%[59 µM]; PI4K2A block: -5.6; GLS inh: -10.5%; JMJD2A Tudor inh: -33.2%; RGS4 inhibitor: -5.3%; ERG-DNA inh: 7.4%; BAZ2B block: inconclusive; ALOX12 inh: inconclusive

What do the screens show for `O=C(NCCCl)Nc1cccc(Br)c1`?
HP1b binding inh: 21.8%; PI4K2A block: -4.1; GLS inh: 2.7%; JMJD2A Tudor inh: -19.6%; RGS4 inhibitor: 4.4%; ERG-DNA inh: 11.7%; BAZ2B block: -1.5%; ALOX12 inh: inconclusive

How did COC(=O)C1CN(C(=O)C(C)Oc2ccc(C(C)C)cc2)c2ccccc2O1 (configuration not stated) do in these assays?
HP1b binding inh: 47.6%[activator]; G9a block: 51.6%[activator]; PI4K2A block: 1.7; GLS inh: -3.2%; JMJD2A Tudor inh: 12.4%; RGS4 inhibitor: 13.0%; ERG-DNA inh: -5.0%; BAZ2B block: 14.9%; ALOX12 inh: 11.1%

What do the screens show for `Cc1ccccc1OCC(=O)Nc1ccc(N2CCN(C)CC2)c(Cl)c1`?
HP1b binding inh: 25.6%; G9a block: -43.9%; PI4K2A block: 3.6; GLS inh: -5.3%; JMJD2A Tudor inh: -12.3%; RGS4 inhibitor: 4.4%; ERG-DNA inh: -2.7%; BAZ2B block: -2.9%; ALOX12 inh: 1.8%

How did O=C(Nc1ccc(N2CCOCC2)cc1)c1ccc2nc(-c3ccco3)c(-c3ccco3)nc2c1 do in these assays?
HP1b binding inh: 38.5%; G9a block: inconclusive; PI4K2A block: -3.6; GLS inh: 2.8%; JMJD2A Tudor inh: -19.2%; RGS4 inhibitor: -12.7%; ERG-DNA inh: inconclusive; BAZ2B block: -3.5%; ALOX12 inh: -26.5%

What do the screens show for `O=C(COc1ccc2c3c(c(=O)oc2c1)CCC3)NCc1cccnc1`?
HP1b binding inh: 41.7%[activator]; G9a block: 70.7%[activator]; PI4K2A block: -5.5; GLS inh: -0.9%; JMJD2A Tudor inh: -19.4%; RGS4 inhibitor: -18.9%; ERG-DNA inh: -3.1%; BAZ2B block: -11.9%; ALOX12 inh: -1.3%

How did Cc1cccc(NC(=O)Cn2c(=O)n(CCc3ccccc3)c(=O)c3ccccc32)c1 do in these assays?
HP1b binding inh: 44.5%[activator]; G9a block: 7.9%[59 µM]; PI4K2A block: -1.0; GLS inh: -0.4%; JMJD2A Tudor inh: 6.8%; RGS4 inhibitor: -1.8%; ERG-DNA inh: -0.6%; BAZ2B block: -0.1%; ALOX12 inh: -2.7%

What do the screens show for `Cc1cc(C)n(CCC(=O)N=Nc2c(O)[nH]c3ccccc23)n1`?
HP1b binding inh: 39.7%[activator]; G9a block: inconclusive; PI4K2A block: 0.3; GLS inh: 4.0%; JMJD2A Tudor inh: 5.4%; RGS4 inhibitor: 16.9%; ERG-DNA inh: -3.6%; BAZ2B block: -9.3%; ALOX12 inh: -6.8%

Results for O=C(C1=C[C@@H](c2csc3ccccc23)C[C@@H](OCc2ccc(CO)cc2)O1)N1CCOCC1 ?
HP1b binding inh: 33.8%; G9a block: -18.9%[59 µM]; PI4K2A block: -0.6; GLS inh: -0.1%; JMJD2A Tudor inh: -20.7%; RGS4 inhibitor: -41.3%; ERG-DNA inh: 4.2%; BAZ2B block: -24.1%; ALOX12 inh: 6.4%

What do the screens show for `COc1ccc(CCNC(=O)C2CCN(S(=O)(=O)c3ccc(C)cc3)CC2)cc1OC`?
HP1b binding inh: 7.1%; G9a block: 17.5%; PI4K2A block: 0.4; GLS inh: -0.9%; JMJD2A Tudor inh: -9.3%; RGS4 inhibitor: 19.8%; ERG-DNA inh: -1.6%; BAZ2B block: -3.7%; ALOX12 inh: inconclusive

How did Cc1ccccc1/C=N/Nc1ccnc2cc(Cl)ccc12 do in these assays?
HP1b binding inh: 4.8%; G9a block: 12.7%[59 µM]; PI4K2A block: 2.4; GLS inh: 2.1%; JMJD2A Tudor inh: inconclusive; RGS4 inhibitor: inconclusive; ERG-DNA inh: 1.9%; BAZ2B block: -5.7%; ALOX12 inh: inconclusive

What do the screens show for `CCOc1ccccc1OCC(=O)OCC(=O)Nc1ncc(Cl)cc1Cl`?
HP1b binding inh: 34.2%; G9a block: 12.7%[59 µM]; PI4K2A block: 0.4; GLS inh: 2.1%; JMJD2A Tudor inh: -8.4%; RGS4 inhibitor: -21.1%; ERG-DNA inh: -2.3%; BAZ2B block: 25.9%; ALOX12 inh: -12.5%

What do the screens show for `Cn1c(=O)oc2cc(S(=O)(=O)Nc3cccc([N+](=O)[O-])c3)ccc21`?
HP1b binding inh: 6.4%; G9a block: 2.3%; PI4K2A block: 4.9; GLS inh: -0.8%; JMJD2A Tudor inh: -7.3%; RGS4 inhibitor: 6.8%; ERG-DNA inh: -2.8%; BAZ2B block: -18.2%; ALOX12 inh: 0.0%

What do the screens show for `C=CC(C)(C)c1[nH]cnc1/C=C1\NC(=O)C(C(C)C)NC1=O` (configuration not stated)?
HP1b binding inh: 24.5%; G9a block: -132.2%[59 µM]; PI4K2A block: -1.5; GLS inh: 10.5%; JMJD2A Tudor inh: -7.5%; RGS4 inhibitor: 3.4%; ERG-DNA inh: -0.4%; BAZ2B block: -37.9%; ALOX12 inh: inconclusive

How did CS(=O)(=O)N(Cc1ccc(Cl)cc1)c1ccc(C(=O)NCCSc2ccccn2)cc1 do in these assays?
HP1b binding inh: 7.1%; G9a block: 4.0%[59 µM]; PI4K2A block: 3.4; GLS inh: 8.7%; JMJD2A Tudor inh: -13.1%; RGS4 inhibitor: 0.0%; BAZ2B block: 6.4%; ALOX12 inh: -29.4%

What do the screens show for `COCCNC(=S)N1CCC(NC(=O)C23CC4CC(CC(C4)C2)C3)CC1`?
HP1b binding inh: 27.9%; G9a block: 14.2%; PI4K2A block: -6.8; GLS inh: -17.9%; JMJD2A Tudor inh: -0.7%; RGS4 inhibitor: 3.1%; ERG-DNA inh: -4.4%; BAZ2B block: -8.7%; ALOX12 inh: -5.7%
